Assay outcomes: PubChem BioAssay, Sanford-Burnham Center for Chemical Genomics
Apaf1 inhib = inhibitors of human Apaf-1 apoptosome, primary screen, biochemical, DEVD-Rh110 fluorescence, uHTS. actives 0.71% (n = 330,000). inhibition, % at 20 µM. AID 489030, 2010. reconstituted apoptosome caspase-3 activity; active = inhibition of at least 40% at 20 µM;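 also: plate controls were DMSO wells for no effect and DEVD-CHO caspase inhibitor wells for full effect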
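Material: biochemical Apaf-1 apoptosome reconstitution. Medium: Hepes buffer, pH 7.5. Also added: cytochrome c activation, bis-DEVD rhodamine 110 substrate. Timing: 30 min compound preincubation, 50 min activation, room temperature. Measured by: rhodamine 110 fluorescence at Ex 480/Em 540 nm.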
SENP7 inh = SENP7 protease inhibitors, primary screen, biochemical, luminescence, uHTS | Sentrin-specific protease 7 (Homo sapiens), Q9BQF6 | recombinant SENP7, Z-RLRGG-aminoluciferin luminescence, 40 min | inhibition, % at 5 µM | actives 1.5% (n = 330,000);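 active = inhibition above about 50% at the single test dose, limit read from the data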;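 also: plate controls were DMSO with enzyme for no effect and no enzyme buffer wells for full effect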
Target sequence (Q9BQF6 706-1050 limits assumed): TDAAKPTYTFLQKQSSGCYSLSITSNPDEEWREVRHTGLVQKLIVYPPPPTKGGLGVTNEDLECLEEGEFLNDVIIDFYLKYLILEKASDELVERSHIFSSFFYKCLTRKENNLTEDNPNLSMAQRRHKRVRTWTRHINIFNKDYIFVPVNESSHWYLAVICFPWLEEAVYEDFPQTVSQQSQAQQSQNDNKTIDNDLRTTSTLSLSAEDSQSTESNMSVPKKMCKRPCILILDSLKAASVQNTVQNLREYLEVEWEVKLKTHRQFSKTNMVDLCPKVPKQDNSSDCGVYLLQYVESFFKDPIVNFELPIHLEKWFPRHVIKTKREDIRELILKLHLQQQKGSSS
SENP8 block-1 = SENP8 protease inhibitors, primary screen, biochemical, luminescence | Sentrin-specific protease 8 (Homo sapiens), Q96LD8 | AID 2540, 2010 | inhibition, % at 10 µM | purified SENP8, Z-RLRGG-aminoluciferin cleavage | actives 1.2% (n = 330,000); in the data active = inhibition above about 50%
Target sequence (Q96LD8 whole entry, looked up): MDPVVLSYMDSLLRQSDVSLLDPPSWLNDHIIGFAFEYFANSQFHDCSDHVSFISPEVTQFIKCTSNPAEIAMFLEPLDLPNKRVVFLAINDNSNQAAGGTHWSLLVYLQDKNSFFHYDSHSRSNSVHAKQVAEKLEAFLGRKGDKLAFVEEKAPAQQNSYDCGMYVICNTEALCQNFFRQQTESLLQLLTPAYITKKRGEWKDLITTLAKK
SENP6 block = SENP6 protease inhibitors, primary screen, biochemical, luminescence, uHTS | actives 1.8% (n = 330,000) | Sentrin-specific protease 6 (Homo sapiens), Q9GZR1 | Recombinant SENP6 catalytic domain, aminoluciferin luminescence | inhibition, % at 10 µM;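 active = inhibition above about 50% at the single tested dose, limit read from the data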;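 also: plate controls were DMSO wells with enzyme for no effect and DMSO wells lacking enzyme for full effect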
Target sequence (Q9GZR1 628-1112 limits assumed): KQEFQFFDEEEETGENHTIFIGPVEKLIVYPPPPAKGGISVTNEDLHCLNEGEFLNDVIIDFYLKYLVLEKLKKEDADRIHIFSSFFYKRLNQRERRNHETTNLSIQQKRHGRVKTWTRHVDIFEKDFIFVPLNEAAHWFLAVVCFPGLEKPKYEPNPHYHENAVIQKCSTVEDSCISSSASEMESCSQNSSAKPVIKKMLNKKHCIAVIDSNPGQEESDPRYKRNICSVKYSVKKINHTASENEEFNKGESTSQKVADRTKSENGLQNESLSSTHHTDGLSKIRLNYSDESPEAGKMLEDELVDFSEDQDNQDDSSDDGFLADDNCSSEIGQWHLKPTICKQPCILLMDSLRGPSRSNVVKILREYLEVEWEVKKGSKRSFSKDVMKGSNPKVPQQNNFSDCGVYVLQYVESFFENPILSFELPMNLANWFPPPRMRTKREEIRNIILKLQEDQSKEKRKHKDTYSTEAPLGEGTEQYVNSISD
PfG6PD inh = PfG6PD enzyme inhibitors, primary screen, biochemical, fluorescence intensity, uHTS; glucose-6-phosphate dehydrogenase-6-phosphogluconolactonase (Plasmodium falciparum 3D7); PfGluPho enzyme, NADPH resazurin-diaphorase fluorescence; inhibition, % at 20 µM; actives 0.78% (n = 350,000); AID 504690, 2011;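 active = inhibition reaching at least a set limit at 20 µM in the primary screen, cut at about 59% in these data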;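 also: 0% = DMSO wells with substrate and 100% = DMSO wells lacking glucose-6-phosphate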
SENP1 FRET inh = human SENP1 catalytic domain inhibitors, primary screen, biochemical, FRET, uHTS. Sentrin-specific protease 1 (Homo sapiens), Q9P0U3. inhibition, % at 10 µM. recombinant SENP1 catalytic domain, CyPet-SUMO1-YPet FRET cleavage. actives 0.21% (n = 360,000);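 active = inhibition at least 30% at 10 µM, raw YFP signal under a set limit, fluorescence ratio 0.5 to 1.5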;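 also: 0% = enzyme with DMSO and 100% = no enzyme wells; some results filed as inactive read as strong as hits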
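Compound: 10 µM single point, 0.5% DMSO; Test system: hSENP1 catalytic domain, recombinant; Timing: 50 min reaction at room temperature; Technique: FRET, CFP and YFP emission; Control set: no-enzyme wells low, DMSO-plus-enzyme wells high control.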
HKDC1 inhibitor = HKDC1 hexokinase inhibitors, primary screen, biochemical, fluorescence, uHTS | recombinant HKDC1, G6PDH/diaphorase resazurin coupled fluorescence | actives 0.16% (n = 340,000) | AID 493160, 2011 | inhibition, % at 20 µM;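 active = inhibition above about 35% when tested at 20 µM, limit read from the data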;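 also: plate controls were DMSO wells with enzyme for no effect and DMSO wells lacking enzyme for full effect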
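System: Recombinant HKDC1 hexokinase | Amount: HKDC1 at 5 µg/mL | Reagent: Glucose with 1 mM ATP | Doses: Single 20 µM dose | Incubation: Reaction time 90 min, room temperature, protected from light | Signal: Coupled resazurin fluorescence, excitation 525 nm, emission 613 nm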
SENP8 block-2 = human SENP8 protease inhibitors, primary screen, biochemical, fluorescence, Nedd8 protein substrate, uHTS | AID 602440, 2012 | recombinant SENP8 | inhibition, % at 20 µM | actives 0.64% (n = 360,000) | Sentrin-specific protease 8 (Homo sapiens), Q96LD8; in the data active = inhibition mostly above about 40%, no sharp cut-off; inactive = mostly below about 27%
An asterisk follows results filed as active; . = no result given. Compounds were not picked by outcome. Share with any hit: about 3.6%.

SMILES	Apaf1 inhib	SENP7 inh	SENP8 block-1	SENP6 block	PfG6PD inh	SENP1 FRET inh	HKDC1 inhibitor	SENP8 block-2
CCc1ccc2nc3sc(C(=O)Nc4nnc(CC)s4)c(N)c3cc2c1	15	-12	4	-22	17	53	5	-38
C/C(=N\NC(=O)c1nnn(-c2nonc2N)c1-c1ccccc1)c1ccco1	1	-6	-9	-10	-6	-1	-6	-14
CCn1c(SCC(N)=O)nc2c(c1=O)C1(CCCC1)Cc1ccccc1-2	12	7	-9	-24	-9	0	0	13
CC#CC[N+](C)(C)CCCCCCCCCCCC	11	5	-2	-15	-2	2	-12	12
Cc1noc(C)c1C(=O)Nc1c(F)cc(F)cc1Br	-11	-2	1	-2	0	2	-1	6
Cc1ccc(SCc2noc(-c3c(C)noc3C)n2)cc1	7	-6	-7	-10	4	2	-2	10
O=C(O)CN1C(=O)/C(=C\c2ccccc2OCc2ccc(F)cc2)SC1=S	7	4	4	12	-44	0	11	27
CC[n+]1c(/C=C/N(C)c2ccccc2)oc2ccc(Cl)cc21	3	3	10	4	29	1	-19	2
CC(OC(=O)/C=C/c1ccccc1)C(=O)Nc1ccc(C(N)=O)cc1 (configuration not stated)	-5	2	-1	-5	3	3	-2	10
Cc1ccccc1OCC1Cn2c(nc3c2c(=O)n(C)c(=O)n3C)O1 (configuration not stated)	-8	1	2	13	15	0	-9	18
Cc1c(Cl)cccc1NC(=O)CSCc1cc(=O)[nH][nH]1	11	7	6	1	-19	3	-4	19
CC(C)c1ccc2[nH]c(O)c(N=NC(=O)c3ccc(CSc4nncn4C)cc3)c2c1	-74	-5	-5	-23	-7	2	1	-10
CCN(CC)CCOC(=O)c1ccc(NC(=O)CCCN2C(=O)/C(=C/c3cccs3)SC2=S)cc1	21	-14	-14	3	-4	0	2	22
CCN(CC)C(=O)c1ccc(COc2ccccc2Cl)o1	12	1	-7	-14	8	2	3	6
Cn1cncc1C#Cc1ccc2c(=O)c3ccccc3oc2c1	14	-5	-19	-9	1	-2	1	-458
Cc1ccc(NC(=O)N2CCN(c3ccccn3)CC2)cc1	-15	-1	7	-14	-9	2	-8	-8
Cc1ccc(-c2nn(C)c(=O)c3ccccc23)cc1S(=O)(=O)NCCO	3	8	-2	-14	-11	0	4	14
COc1ccc(NS(=O)(=O)c2cccc(NC(=O)COc3ccc(OC)cc3)c2)cc1	2	13	-1	15	0	0	-1	19
C=CCc1cc(Cl)ccc1OCCOCCNCCOC	-2	13	8	14	-22	0	-2	13
C[N+]1(CC2COC3(CCCCC3)O2)CCCC1 (configuration not stated)	-2	-3	7	13	0	1	-17	22
O=C1OCC2=C1C(c1ccccc1)CC(=O)N2c1ccc(F)cc1 (configuration not stated)	-1	-3	-13	-8	11	1	-5	3
COc1ccc(CC(=O)NCCCCc2ccccc2)cc1OC	-18	2	-6	-1	6	-2	1	-1
Cc1cc(NS(=O)(=O)c2ccc(NC(=O)c3ccco3)cc2)no1	-16	-1	2	-15	-10	1	-8	13
COC(=O)CCNS(=O)(=O)c1ccc2nsnc2c1	-8	5	1	8	5	2	-3	9
COc1ccc(-c2csc3ncn(-c4ccccc4)c(=O)c23)cc1OC	3	15	0	-7	-1	1	-2	0
N#Cc1ccc(CSCC(=O)O)cc1	-24	-3	1	-8	1	2	-6	2
COc1ccc(S(=O)(=O)N2CCC(C(=O)NCCC(=O)Nc3cccc(Cl)c3)CC2)cc1	3	-2	0	-6	6	1	0	8
O=C(COC(=O)/C=C/c1c(F)cccc1Cl)NCC1CCCO1 (configuration not stated)	9	-22	0	-14	-5	3	-4	12
Clc1ccc(/C=N/Nc2ncnc3ccccc23)cc1Cl	43*	37	17	43	31	4	2	15
COc1ccccc1N1CCN(C(=O)C2CCCCN2S(=O)(=O)c2ccc(C)cc2)CC1 (configuration not stated)	-15	6	-1	3	21	0	-8	13
CCOC(=O)CCc1c(C)c2ccc(OCc3ccc([N+](=O)[O-])cc3)cc2oc1=O	-1	3	2	19	-16	-2	-2	-30
FC(F)(F)c1cnc(N2CCCN(C(=S)Nc3ccccc3)CC2)c(Cl)c1	2	7	-5	-19	1	1	3	13
CCn1c(CSCc2ccc(C)cc2)n[nH]c1=S	-11	14	-4	4	24	2	-3	7
O=C(Cc1ccccc1)N1CCC(O)(c2cccnc2)CC1	16	-7	-15	-14	13	1	-4	30
C=C1SC(=Nc2ccccc2Cl)N(C(=O)c2sc3ccccc3c2Cl)C1(C)C	12	-2	-5	1	5	-1	-2	13
COc1ccc(C(=O)NN/C(C)=C/C(=O)c2ccccc2)cc1	-6	8	3	-15	-11	1	-9	11
O=C(CCCSc1ccccc1)Nc1nc(-c2ccco2)c(-c2ccco2)s1	.	.	.	.	29	-9	23	-272
COc1cc(/C=C(/NC(=O)c2ccccc2)C(=O)N2CCN(C)CC2)c([N+](=O)[O-])cc1OC	-12	-5	-2	-1	0	4	-11	13
CCc1ccc(C(C(=O)NC2CCCC2)N(Cc2cccnc2)C(=O)c2csnn2)cc1 (configuration not stated)	2	-13	-5	-6	-2	0	0	8
COCCCNC(=S)NCCCNc1nc2cc(C)cc(C)c2cc1C#N	7	3	-6	1	5	-59	-4	-406
Cc1nnc(NC(=O)c2csc3c2CCCC3)s1	2	5	-10	19	.	.	.	.
CC1=CC(=C(C#N)C#N)C=C(C)N1Cc1ccc(Cl)cc1	8	6	3	7	-19	-1	9	4
COc1cc(CC(=O)OCC(=O)Nc2ccc3c(c2)OCO3)cc(OC)c1OC	0	-11	-2	9	16	0	-3	5
OCCC1CN(Cc2cn[nH]c2C2CCCCC2)CCN1C1CCCC1 (configuration not stated)	-32	10	1	8	-1	-2	-5	9
COCCSc1ccccc1C(=O)N1CCN(c2ccccc2)CC1	-1	-3	3	8	5	-1	-5	8
Cc1ccc(-c2cc(C(=O)Nc3ccc4c(c3)OCCO4)c3ccccc3n2)cc1	6	1	-11	-14	12	-1	10	26
COC(=O)C(NC(=O)C(C)NC(=O)OCc1ccccc1)C(C)C (configuration not stated)	3	1	4	-2	2	-2	-1	7
Cc1ccc(-c2nnc(SCC(=O)N/N=C/c3ccccc3C(=O)O)n2-c2ccc(C)cc2)cc1	4	4	-6	22	-33	1	1	9
O=C(NCCCN1CCN(c2cccc(Cl)c2)CC1)C1(S(=O)(=O)c2ccc(Cl)cc2)CC1	17	-2	-7	-1	9	0	-5	10
Oc1ccc(-c2[nH]ncc2-c2cnn(-c3ccccc3)c2)c(O)c1	-15	-7	0	-6	-8	7	-3	0
Cc1c(NC(=O)Nc2ccccc2[N+](=O)[O-])c(=O)n(-c2ccccc2)n1C	3	2	-6	-21	-2	-1	2	6
COc1ccc(NC(=O)Nc2ccc3c(c2)C(=O)N([C@H](C)CO)C[C@H](C)[C@@H](CN(C)C(=O)NC(C)C)O3)cc1	5	-20	-7	-11	1	-2	-7	7
CCCOc1ccc(C(=O)Nc2ccc(CN3CCOCC3)cc2)cc1	5	-12	-6	-7	6	-1	-1	1
Cc1ccc(S(=O)(=O)NC(C)C(c2cccs2)N2CCOCC2)cc1 (configuration not stated)	1	-9	5	-10	4	1	-5	-3
CC1CCN(CC(=O)Nc2ccccc2C#N)CC1	-2	-4	-4	6	-22	2	3	7
O=C(O/N=C/c1ccc2c(c1)OCO2)c1ccc([N+](=O)[O-])cc1	-9	-13	0	-1	-2	7	-4	3
CCN(CC(O)CON=C1c2ccccc2-c2ccccc21)S(=O)(=O)c1ccc(C)cc1 (configuration not stated)	15	-5	0	6	16	0	-9	4
COCCNC(=O)CCC1CCN(Cc2cccc(Oc3ccccc3)c2)CC1	4	-12	-16	-16	-18	-2	-8	9
O=C(CSc1n[nH]c(-c2ccncc2)n1)Nc1ccc(Cl)c(Cl)c1	2	-16	-7	-8	-36	-7	14	0
COc1ccccc1S(=O)(=O)Cc1ccc(C(=O)NCCN2CCCC2)o1	2	1	3	-9	-14	-6	-2	14

Continued (four carried over from the part before).
SMILES	Apaf1 inhib	SENP7 inh	SENP8 block-1	SENP6 block	PfG6PD inh	SENP1 FRET inh	HKDC1 inhibitor	SENP8 block-2
CCN(CC(O)CON=C1c2ccccc2-c2ccccc21)S(=O)(=O)c1ccc(C)cc1 (configuration not stated)	15	-5	0	6	16	0	-9	4
COCCNC(=O)CCC1CCN(Cc2cccc(Oc3ccccc3)c2)CC1	4	-12	-16	-16	-18	-2	-8	9
O=C(CSc1n[nH]c(-c2ccncc2)n1)Nc1ccc(Cl)c(Cl)c1	2	-16	-7	-8	-36	-7	14	0
COc1ccccc1S(=O)(=O)Cc1ccc(C(=O)NCCN2CCCC2)o1	2	1	3	-9	-14	-6	-2	14
COc1ccc(C(=O)N2CCC(C(=O)O)CC2)cc1	-18	6	0	6	-5	0	-15	15
O=C(CN(c1ccc(F)cc1)S(=O)(=O)c1ccccc1)NCc1ccco1	-1	-3	9	1	-6	2	-5	12
Cc1oc2c(c(C)cc3oc(=O)c(CC(=O)NCCCN4CCCC4=O)c(C)c32)c1C	14	-1	2	-6	9	-1	-1	-214
Clc1cccc(-c2ccc(C=Nc3ccc(N4CCOCC4)cc3)o2)c1Cl	.	.	.	.	19	18	14	14
C(=N\NC1=Nc2cccc3cccc1c23)/c1ccccc1	25	48	33	62*	66*	-20	13	27
Cc1ccc(OCc2nc3ccccc3n2C)cc1	-5	60*	51*	65*	-14	2	-4	5
COc1cccc(NC(=O)CSc2nc3ccccc3nc2N2CCCC2)c1	17	0	-5	2	17	-74	7	-184
CCCC(C)c1nnc(NC(=O)CCS(=O)(=O)c2ccccc2)s1 (configuration not stated)	5	-5	6	-19	75*	-1	-16	18
COc1ccc(NC(=O)NCCCN2CCN(c3cc(C)ccc3C)CC2)cc1	5	2	4	4	4	3	-1	22
c1ccc(COn2c(-c3ccccc3)nc3c2CCc2nonc2-3)cc1	7	-3	-7	-6	3	3	-5	15
Cc1onc(-c2ccccc2)c1C(=O)OCc1nnc(-c2ccc([N+](=O)[O-])cc2)o1	0	-4	4	9	15	1	4	6
COc1ccc(-c2[nH]c(-c3ccc(C)cc3)nc2SCC(=O)Nc2nccs2)cc1	3	-9	-12	-21	23	2	-11	-43
COc1cccc(N2CCN(Cc3nc4ccccc4c(=O)[nH]3)CC2)c1	5	8	-16	-3	-9	4	-4	-1
Cc1ccccc1NS(=O)(=O)c1ccc(NS(=O)(=O)c2cccs2)cc1	3	3	3	0	-30	1	0	6
Cc1cc(NC(=O)NC(C(F)(F)F)C(F)(F)F)no1	-6	-2	6	19	4	0	0	7
CC(=O)c1ccc(NC(=S)NNC(=O)c2ccccc2[N+](=O)[O-])cc1	1	-2	-4	-6	-20	4	-4	29
